MBNL1-CUG inh – inhibitors of human MBNL1 binding to CUG repeat RNA; TR-FRET MBNL1-His/biotin-(CUG)12 binding, 665/545 ratio; Potency, µM (top dose mostly 57.5 µM), for the others: top-dose activity change, negative = inhibition, hits mostly inhibitors; 0.036% of 280,000 active; AID 2675; active means well fitted inhibition curve with a large enough effect in the signal ratio, with a control signal flat, not every such curve was filed as active; inconclusive means small, poorly fitted or top-dose-only effect, or effect the other way, or a change in a side signal; inactive means no such curve, though single readings can be large or run the other way; the % refers to the signal ratio; further: on the % scale 0 is the no-effect control and ±100 the full control effect
Target sequence (Q9NR56 whole entry, looked up): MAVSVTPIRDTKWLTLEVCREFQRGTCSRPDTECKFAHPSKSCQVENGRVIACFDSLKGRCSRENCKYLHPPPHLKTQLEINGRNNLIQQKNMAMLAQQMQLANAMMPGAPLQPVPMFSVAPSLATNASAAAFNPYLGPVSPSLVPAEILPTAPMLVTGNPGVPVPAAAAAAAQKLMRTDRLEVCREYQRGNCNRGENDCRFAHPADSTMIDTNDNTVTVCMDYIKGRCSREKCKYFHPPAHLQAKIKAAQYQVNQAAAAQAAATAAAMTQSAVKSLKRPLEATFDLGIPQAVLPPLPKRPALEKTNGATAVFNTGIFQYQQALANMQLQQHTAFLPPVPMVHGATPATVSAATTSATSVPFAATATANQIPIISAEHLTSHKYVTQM
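His-tagged MBNL1 binding to biotinylated (CUG)12 RNA was measured by TR-FRET using terbium anti-His antibody (0.055 ng/ul final) and streptavidin-XL665 (5 nM final). Compounds were titrated 92 nM to 58 uM; 60 min at room temperature.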
uPA generation – inhibitors of cell surface uPA generation | 0.31% of 330,000 active | Potency, µM (series often up to 38.3 µM), for inactives: at the top dose activity change, negative = inhibition, usual class: inhibitors | AID 540303 | cell surface uPA generation assay, qHTS; active means well fitted inhibition curve with a large enough effect; inconclusive means small, poorly fitted or top-dose-only effect; inactive means no such curve, though single readings can be large or run the other way; tested in mouse RAW 264.7 cells; further: on the % scale 0 is the no-effect control and ±100 the full control effect; nearly all actives have a fitted effect of over 55% in size
BRCA1 expr act – BRCA1 expression activation | MCF7-BRCA1-FFLuc reporter, luminescence, 48 h; response scale: scaled: vehicle 0%, 10 µM genistein 100% | 1.1% of 380,000 active | Potency, µM (series often up to 46.1 µM), for inactives: at the highest dose activation, hits mostly activators; further: nearly all actives have a fitted effect of over 80% in size; some results filed as inactive show a strong effect at the top dose
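Reporter cells (MCF7, BRCA1 promoter-firefly luciferase) received library compounds across a concentration series for 48 h. End-point luminescence was measured and concentration-effect curves derived after normalization.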
FLuc modulator – counter-screen for miR-21 project: firefly luciferase inhibitors or activators. AID 588342. Potency, µM (doses to about 57.5 µM), for the others: at the highest dose activity change, negative = inhibition, usual class: inhibitors. purified FLuc, Km substrates, luminescence inhibition. 6.9% of 360,000 active;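 further: plate controls were vehicle for no effect and reference inhibitor for full effect; nearly all actives have a fitted effect of over 55% in size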
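Purified P. pyralis luciferase (10nM final) with 10uM D-luciferin and 10uM ATP (Km levels) in 50mM Tris acetate pH 7.5, 10mM Mg acetate, 0.01% Tween-20, 0.05% BSA; qHTS 6-point titration, ~60 µM downward; luminescence read.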
RORgamma inh – blocks mouse ROR gamma transcriptional activity; Potency, µM (titrated, usually from 53.6 µM), for inactives: at the top dose activity change, negative = inhibition, most hits filed as inhibitors; P51450; 5.4% of 310,000 active; Drosophila S2 Gal4-RORgamma UAS-luciferase reporter, 20 h; further: on the % scale 0 is the no-effect control and ±100 the full control effect; nearly all actives have a fitted effect of over 60% in size
Target sequence (P51450 whole entry, looked up, the tested form may be a part): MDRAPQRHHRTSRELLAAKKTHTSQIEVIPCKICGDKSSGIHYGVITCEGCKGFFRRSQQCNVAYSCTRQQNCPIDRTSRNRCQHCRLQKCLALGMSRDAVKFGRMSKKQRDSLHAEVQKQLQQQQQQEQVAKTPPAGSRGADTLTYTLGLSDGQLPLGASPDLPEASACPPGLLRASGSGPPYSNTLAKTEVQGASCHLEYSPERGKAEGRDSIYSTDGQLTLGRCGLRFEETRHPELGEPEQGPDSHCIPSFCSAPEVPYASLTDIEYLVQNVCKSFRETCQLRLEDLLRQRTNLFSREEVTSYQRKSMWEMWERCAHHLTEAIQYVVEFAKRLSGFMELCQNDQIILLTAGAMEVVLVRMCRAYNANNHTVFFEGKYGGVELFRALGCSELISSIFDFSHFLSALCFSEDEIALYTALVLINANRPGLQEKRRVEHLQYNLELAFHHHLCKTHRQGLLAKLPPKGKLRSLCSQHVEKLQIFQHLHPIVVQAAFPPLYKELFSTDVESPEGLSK
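Stably transfected Drosophila Schneider cells are the test system, with ROR gamma fused to Gal4 and luciferase under UAS control; luminescence is read after 20 hr of 700 uM copper sulfate induction at ambient temperature.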
Rab9 prom act – activators of Rab9 promoter. AID 485297. Huh7 Rab9 promoter-luciferase reporter, luminescence, 24 h. 2.8% of 320,000 active. Potency, µM (top dose mostly 9.22 µM), for the others: at the highest dose activation, negative = inhibition, hits mostly activators; further: % of control where 0% means no effect; nearly all actives have a fitted effect of over 60% in size
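Luciferase signal after 10 min detection reagent at ambient indicates Rab9 promoter upregulation; stably transfected Huh7 cells were treated 24 h with compound in DMSO at 37 °C, 5% CO2.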
VP16 counter – inhibits Gal4-VP16 luciferase reporter, ROR gamma counter-screen; AID 2546; Drosophila S2 Gal4-VP16 UAS-luciferase, luminescence, 20 h; 3.5% of 310,000 active; Potency, µM (doses to about 53.6 µM), for the others: at the highest dose activity, negative = inhibition, actives largely listed as inhibitors;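 further: Gal4-VP16 expression switched on by copper sulfate through the metallothionein promoter; on the % scale 0 is the no-effect control and ±100 the full control effect; nearly all actives have a fitted effect of over 50% in size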
ELG1 genotox – genotoxicity induction in ELG1-luciferase HEK293T cells | AID 504466 | 1.3% of 330,000 active | Potency, µM (series often up to 46 µM), for inactives: at the top dose activity change, positive = activation, most hits filed as activators | HEK293T ELG1-luciferase reporter, luminescence, 16 h; further: % of control where 0% means no effect; nearly all actives have a fitted effect of over 60% in size
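HEK293T cells expressing luciferase-tagged ELG1 were exposed to compound or DMSO vehicle for 16 hr at 37 °C and 5% CO2. Luciferase activity was then measured with ONE-Glo after 30 min at room temperature.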
NPC1 prom act – activates the NPC1 promoter; AID 485313; Potency, µM (series often up to 9.22 µM), for inactives: at the highest dose activation, usual class: activators; Huh7 NPC1 promoter luciferase reporter, 24 h; 2.4% of 320,000 active;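 further: % of control where 0% means no effect; nearly all actives have a fitted effect of over 60% in size; reporter is driven by a mutant NPC1 promoter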
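Quantitative HTS used a cell-based reporter: Huh7 cells stably bearing the NPC1 promoter upstream of luciferase were treated with compounds for 24 h, and promoter activation was read as luminescence.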
p53 reactivation – re-activators of mutant p53 | Potency, µM (series often up to 92.2 µM), for inactives: at the highest dose activity change, positive = activation, actives largely listed as activators | AID 504706 | H1299 p53-A138V BP100-luciferase reporter, luminescence, 24 h | 0.063% of 320,000 active; further: % of control where 0% means no effect; nearly all actives have a fitted effect of over 45% in size
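H1299 (p53-null), stable ts p53-A138V + BP100-Luc; 1000 cells/well, Opti-MEM/10% FBS; cpd 4 pt, 1:5; 24 h, 37 deg C, 5% CO2; detection reagent 10 min RT; luminescence.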
The depositor's hits bear a star; u = inconclusive; x = no result given; [ ] = another dose, or the depositor's remark. Unless noted, the call rests on the fitted dose curve; in most records, active means well fitted curve in the direction sought with a large enough effect; inconclusive means small, poorly fitted or top-dose-only effect, or another doubt; inactive means no such curve, though single readings can be large; an effect the other way counts as inactive or inconclusive. Potency means the concentration at half of the fitted maximal effect.

molecule	MBNL1-CUG inh	uPA generation	BRCA1 expr act	FLuc modulator	RORgamma inh	Rab9 prom act	VP16 counter	ELG1 genotox	NPC1 prom act	p53 reactivation
CC[C@@H]1C(c2ccccc2)=NN(c2ccc(Br)cc2)[C@H]1C(=O)N1CCOC1=O	x	-4%	-23%	x	39%	x	2%	-4%	x	10%
Cc1ccc(CNC(=O)c2ccc(N3CCC4(CC3)CC(c3cccc(Br)c3)=NO4)c(NC(=O)c3cccc(C)c3)c2)cc1	x	3%	-9%	4%	x	-3%	x	1%	-1%	-6%
Cc1ccc(CSc2ncnc3onc(C)c23)cc1	x	3%	-15%	1%	-1%	-3%	-5%	1%	-5%	0%
COc1ccc(CN2CC(=O)N(c3cc(Cl)ccc3C)C2=S)cc1OC	-2%	-6%	0%	-3%	12%	0%	10%	-6%	-1%	-3%
Cc1cc(C)cc(-n2c3nc4ccccc4nc3c3c(=O)n(Cc4ccco4)cnc32)c1	u	10%	-36%	-3%	11µM*	-2%	11µM*	-19%	-2%	-26%
CNc1nc(-c2c(C)n(C)c3ccc(OC)cc23)cs1	5%	-4%	-54%	1%	-29%	u	-4%	0%	-3%	6%
COc1ccc(Cl)cc1NC(=O)CSc1ncnc2c1oc1ccccc12	-1%[11.5 µM]	6%	-19%	4%	18%	-3%	-2%	11%	-4%	-10%
N#CCCN(C(=O)CSc1ncccn1)c1ccc2c(c1)OCCO2	x	-3%	0%	3%	x	-4%	x	-2%	2%	-6%
NC1=NC[C@@H](Cc2ccc(O)cc2)N1CCc1cccc2ccccc12	1%	3%	13%	2%	-7%	-6%	-10%	2%	0%	-5%
O=C(c1cc2nc(-c3ccccc3)cc(-c3ccccc3)n2n1)N1CCCC1	u	-1%	0%	-3%	20%	-6%	-15%	-11%	-6%	0%
O=C(Cn1c(CO)nc2ccccc21)Nc1ccccc1Cl	x	-3%	0%	-3%	15%	1%	1%	-6%	-6%	2%
CCCN1CCN(S(=O)(=O)c2cn(C)nc2C)CC1	9%	-2%	4%	0%	x	4%	x	-1%	0%	x
Cc1ccc(S(=O)(=O)N2CCN(C)CC2)cc1C	-1%	1%	2%	-1%	x	2%	x	0%	-3%	x
COC(=O)c1sccc1NC(=O)Nc1ccc(OC)cc1OC	-6%	11%	8%	-2%	36%	3%	20%	-5%	-2%	-2%
CS(=O)(=O)c1ccc(N)cc1	7%	15%	-6%	-1%	-25%	-6%	1%	0%	-5%	2%
Cc1ccc(C)c(OCCC(=O)OCC(=O)NCc2ccc(F)cc2)c1	-3%	1%	0%	-3%	-17%	0%	-11%	2%	1%	11%
CCN(C(=O)COC(=O)/C=C/c1nc2ccccc2s1)C1CCS(=O)(=O)C1 (stereo not given)	-3%	-9%	-31%	-15%	1%	0%	3%	-9%	-9%	-1%
Cc1cc(C)nc(SC(C)CNS(=O)(=O)c2ccccc2)n1 (stereo not given)	-6%	1%	11%	-1%	20%	-1%	0%	2%	-5%	-4%
O=C(Cc1ccc([N+](=O)[O-])cc1)Nc1cccnc1	u	13%	-1%	-2%	30%	0%	0%	0%	-3%	1%
CC1(c2nnc(-c3ccc(F)cc3)o2)CC(c2ccc(Cl)cc2)=NO1 (stereo not given)	6%	8%	-4%	-1%	-3%	-4%	8%	-1%	1%	0%

Results in FLuc modulator, BRCA1 expr act and MBNL1-CUG inh, for five of the compounds above:
SMILES | FLuc modulator | BRCA1 expr act | MBNL1-CUG inh
COc1ccc(CN2CC(=O)N(c3cc(Cl)ccc3C)C2=S)cc1OC | -3% | 0% | -2%
Cc1cc(C)cc(-n2c3nc4ccccc4nc3c3c(=O)n(Cc4ccco4)cnc32)c1 | -3% | -36% | u
CNc1nc(-c2c(C)n(C)c3ccc(OC)cc23)cs1 | 1% | -54% | 5%
COc1ccc(Cl)cc1NC(=O)CSc1ncnc2c1oc1ccccc12 | 4% | -19% | -1%[11.5 µM]
N#CCCN(C(=O)CSc1ncccn1)c1ccc2c(c1)OCCO2 | 3% | 0% | x

Next section.
molecule	MBNL1-CUG inh	uPA generation	BRCA1 expr act	FLuc modulator	RORgamma inh	Rab9 prom act	VP16 counter	ELG1 genotox	NPC1 prom act	p53 reactivation
CC(=O)c1cccc(NS(=O)(=O)c2cc3c(cc2C)NC(=O)CO3)c1	0%	1%	-34%	3%	5%	-4%	1%	-4%	-2%	-2%
CCN(CC)C(=O)/C(=C\c1ccc(Br)cc1)NC(=O)c1ccccc1OC	9%	5%	-22%	-1%	26%	11%	-3%	-1%	-4%	-5%
Nc1cccnc1Sc1ccc([N+](=O)[O-])cn1	u	-1%	11%	-12%	4µM*	3%	u	1%	-4%	4%
CCOC(=O)C(C(=O)OCC)C(Nc1ccccc1)c1ccccc1 (stereo not given)	x	-11%	-28%	-1%	-27%	-6%	-14%	0%	0%	1%
O=C(NCCN1CCOCC1)c1ccc2c(c1)N(Cc1ccccc1F)C(=O)c1ccccc1S2	-5%	-1%	-21%	-10%	42%	1%	-13%[10 µM]	1%	-8%	0%
Cc1cc(C)c(NC(=O)CSCc2c(C)noc2C)c(Cl)c1	x	-1%	-14%	-2%	x	-1%	x	3%	-4%	-1%
CC(C)n1nc(C(=O)NCc2ccc3c(c2)OCO3)c2ccccc2c1=O	3%	2%	-17%	-2%	22%	5%	-8%	-11%	-5%	-3%
CN(CCC#N)S(=O)(=O)c1ccc2[nH]cc(C(=O)NCCc3ccccc3)c(=O)c2c1	-4%[11.5 µM]	0%	-40%	-2%	30%	-2%	-1%	-4%	-1%	-8%
Cc1ccc(NC(=O)CCn2cccc2)cc1C	-4%	-3%	19%	-10%	16%	-18%	7%	-4%	7%	1%
CC(C)(C)[C@H]1COC(=O)[C@@H](NC(=O)OCC2c3ccccc3-c3ccccc32)C/C=C\C[C@@H](CC(=O)N[C@@H](CO)Cc2ccccc2)C(=O)N1	x	-26%	-33%	x	x	x	x	0%	x	-2%
COc1ccc(CCNC(=O)CS(=O)Cc2nc(-c3cccs3)oc2C)cc1OC (stereo not given)	-6%	-3%	-22%	2%	6%	0%	11%	0%	0%	5%
COc1ccc(S(=O)(=O)N2CCC(NC(=O)C3CCCCC3)CC2)cc1	-3%	-4%	-13%	-1%	-8%	0%	1%	6%	1%	1%
CCOC(=O)c1sc(NC(=O)CCCCl)nc1C	-9%	1%	1%	-14%	u	2%	-2%	6%	0%	13%
O=C(Nc1ccc(F)cc1Cl)C1=COCCO1	x	2%	107%	u	x	22%	x	12%	7%	14%
COc1cc2c(cc1NC(=O)CN1CCN(S(=O)(=O)c3ccc(C)cc3)CC1)oc1ccccc12	4%	3%	-20%	0%	14%	x	-16%	x	x	x
Cc1cc(C)nc(CCNC(=O)c2cc(COc3c(F)cccc3F)on2)n1	-9%	-2%	-1%	8%	15%	-3%	5%	3%	-1%	-1%
COC(=O)c1c(C)oc(C)c1S(=O)(=O)NCC1CC1	2%	-5%	-20%	-3%	26%	0%	25%	2%	2%	0%
c1ccc(N2CCCCC2)c(NC2=NCCC2)c1	-2%	-3%	-18%	1%	-6%	4%	-1%	-7%	-3%	0%
CN(CC(=O)NCc1ccco1)S(=O)(=O)c1ccc(F)cc1	-3%	1%	-8%	3%	-6%	-4%	3%	4%	7%	0%
COc1ccc(C(CNC(=O)c2ccc(S(=O)(=O)N3CCOCC3)cc2)N2CCCCC2)cc1 (stereo not given)	3%	4%	-40%	1%	u	-6%	-12%	-1%	3%	5%

Four entries drawn at random from those above:
molecule	MBNL1-CUG inh	uPA generation	BRCA1 expr act	FLuc modulator	RORgamma inh	Rab9 prom act	VP16 counter	ELG1 genotox	NPC1 prom act	p53 reactivation
CC(=O)c1cccc(NS(=O)(=O)c2cc3c(cc2C)NC(=O)CO3)c1	0%	1%	-34%	3%	5%	-4%	1%	-4%	-2%	-2%
O=C(NCCN1CCOCC1)c1ccc2c(c1)N(Cc1ccccc1F)C(=O)c1ccccc1S2	-5%	-1%	-21%	-10%	42%	1%	-13%[10 µM]	1%	-8%	0%
CN(CC(=O)NCc1ccco1)S(=O)(=O)c1ccc(F)cc1	-3%	1%	-8%	3%	-6%	-4%	3%	4%	7%	0%
Cc1ccc(NC(=O)CCn2cccc2)cc1C	-4%	-3%	19%	-10%	16%	-18%	7%	-4%	7%	1%

New compounds follow:
molecule	MBNL1-CUG inh	uPA generation	BRCA1 expr act	FLuc modulator	RORgamma inh	Rab9 prom act	VP16 counter	ELG1 genotox	NPC1 prom act	p53 reactivation
O=C(Cn1c(NCCO)nc2ccccc21)Nc1ccc2c(c1)OCCCO2	x	2%	-13%	-4%	x	-5%	x	0%	-3%	8%
CSc1ccccc1NC(=O)C1C2CCC(C2)C1C(=O)O (stereo not given)	-4%	-1%	0%	-2%	-13%	0%	2%	0%	1%	-1%
CN(C)c1nc(NCc2ccccc2)nc(N/N=C/c2cccc(Br)c2)n1	7%	2%	-41%	6%	3.5µM*	-14%	11µM*	-5%	0%	2%
Cc1ccc(CN(C)C(=O)COC(=O)CSc2cc(C)c3ccccc3n2)cc1	x	-8%	4%	3%	x	-8%	x	-1%	-2%	0%
Cc1ccc(C(=O)N(CC(C)C)c2c(N)n(Cc3ccccc3)c(=O)[nH]c2=O)o1	x	3%	19%	-1%	x	1%	x	1%	1%	2%

Rows are unselected, and some 13% of all compounds hit somewhere here.
